High-throughput results as filed in PubChem.
GASC-1 inh: blocks human GASC-1 demethylase activity. Q9H3R0. GST-JMJD2C(1-420) H3K9me3 demethylation, DELFIA europium. inhibition, % at 2.35 µM. 330,000 tested, 0.069% active;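 active means more than half of a compound's replicate wells show inhibition beyond 50%, single wells judged on their own value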;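 further: signal counts dimethyl H3K9 product captured on neutravidin plate; 0% = median of DMSO wells and 100% = 0.3 times that DMSO median; strong numbers were not always called active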
Target sequence (Q9H3R0 1-420 limits assumed): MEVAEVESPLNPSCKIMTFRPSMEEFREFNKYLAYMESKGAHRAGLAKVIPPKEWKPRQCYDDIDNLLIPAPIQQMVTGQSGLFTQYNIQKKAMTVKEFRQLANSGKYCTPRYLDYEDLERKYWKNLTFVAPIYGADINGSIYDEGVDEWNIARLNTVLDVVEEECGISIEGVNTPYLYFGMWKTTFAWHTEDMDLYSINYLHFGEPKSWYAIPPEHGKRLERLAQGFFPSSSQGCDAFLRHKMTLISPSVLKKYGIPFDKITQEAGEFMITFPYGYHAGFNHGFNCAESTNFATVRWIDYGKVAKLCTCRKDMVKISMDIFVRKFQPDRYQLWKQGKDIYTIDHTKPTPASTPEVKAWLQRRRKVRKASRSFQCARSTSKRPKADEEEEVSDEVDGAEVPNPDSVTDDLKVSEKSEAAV
procasp7 counter: counter-screen: procaspase-7 (human) activation; 330,000 tested, 0.093% active; AID 463210; recombinant procaspase-7, Ac-DEVD-pNA absorbance 405 nm; D23A/D198A/D206A triple mutant, cannot self-cleave; scale: DMSO 0, 5 µM enzyme 100; P55210; activation, % at 8.5 µM;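 active means percent activation above the screen-wide mean plus 3 SD, cut at about 25% in these data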
Target sequence (P55210 whole entry D23A/D198A/D206A): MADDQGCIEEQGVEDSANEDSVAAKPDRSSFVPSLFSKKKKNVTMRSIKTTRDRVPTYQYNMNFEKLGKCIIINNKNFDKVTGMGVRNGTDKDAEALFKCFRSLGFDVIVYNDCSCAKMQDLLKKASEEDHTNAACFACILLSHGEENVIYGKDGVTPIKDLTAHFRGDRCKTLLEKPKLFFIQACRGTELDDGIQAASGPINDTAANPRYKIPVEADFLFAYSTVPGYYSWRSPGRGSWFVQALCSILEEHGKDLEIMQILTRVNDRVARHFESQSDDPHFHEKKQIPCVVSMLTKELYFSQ
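signal = Epi-absorbance of released pNA at 405 nm, two timepoints | assay system = Uncleavable procaspase-7 mutant enzyme | reagent = Ac-DEVD-pNA substrate, 400 µM as added | times = 1 h enzyme–compound preincubation and 2 h substrate reaction, both 25 °C | benchmarks = low DMSO alone, high DMSO plus 5 µM PC-7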
MEP2-GFP yeast: alters MEP2-GFP fluorescence in TOR pathway yeast screen. S. cerevisiae MEP2-GFP strain, flow cytometry GFP, 3 h; 100% = DMSO control level. GFP response vs DMSO, % at 10 µM. 330,000 tested, 0.51% active;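 active means GFP response versus DMSO above a set limit, roughly screen mean plus 3 SD, cut at about 180% in these data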;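 further: median GFP fluorescence of the barcode-gated MEP2-GFP cells per well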
RPL19A TOR yeast: yeast TOR pathway RPL19A-GFP modulation; S. cerevisiae RPL19A-GFP strain, flow cytometry, 3 h; hits give low values; percent response vs DMSO, % at 10 µM; 330,000 tested, 0.3% active;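 active means percent response vs DMSO below 50%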;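 further: median channel GFP fluorescence of the barcoded RPL19A-GFP strain; ratio of sample median GFP to plate DMSO average so 100% = DMSO; lower means less RPL19A-GFP as with rapamycin TOR inhibition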
AHR activator: human AHR activation | 320,000 tested, 2.5% active | AHR-responsive luciferase reporter cells, luminescence | P35869 | activation, % at 5 µM | AID 2796; in the data active means activation above about 47%;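 further: 0% = vehicle wells and 100% = reference agonist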
CR mimetic SO: lowers age-related superoxide in aged yeast cells; S. cerevisiae aged cells, superoxide DHE fluorescence; hits give low values; superoxide response (% of plate mean), % at 10 µM; 330,000 tested, 0.18% active; AID 2690;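 active means superoxide response under a set limit, about three screen SD below normal, cut at about 65% in these data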;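 further: yeast aged for seven days with compound at 30 °C before DHE staining; 100% = average MFI of all compound-treated wells on the plate with controls excluded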
proCasp3 act: procaspase-3 (human) activation | 330,000 tested, 0.11% active | recombinant procaspase-3 D3A, Ac-DEVD-pNA absorbance 405 nm | P42574 | AID 463141 | activation, % at 8.5 µM;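 active means activation above the mean of all tested compounds plus 3 SD, cut at about 21% in these data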;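 further: 0% = DMSO alone and 100% = DMSO wells spiked with extra 5 µM PC-3 D3A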
Target sequence (P42574 whole entry D9A/D28A/D175A): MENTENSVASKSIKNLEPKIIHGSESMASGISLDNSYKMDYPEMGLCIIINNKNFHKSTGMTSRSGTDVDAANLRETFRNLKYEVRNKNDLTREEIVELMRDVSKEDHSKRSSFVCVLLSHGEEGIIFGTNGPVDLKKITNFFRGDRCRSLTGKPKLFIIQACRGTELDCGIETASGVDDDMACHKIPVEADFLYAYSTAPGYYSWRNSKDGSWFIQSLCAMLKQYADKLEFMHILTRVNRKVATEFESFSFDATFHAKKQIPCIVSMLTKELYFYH
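material = Procaspase-3 D3A mutant | probe or stimulus = Ac-DEVD-pNA | compound = single dose, 8.5 µM nominal compound, 0.8% DMSO | timing = 1 h preincubation, 2 h reaction | measured by = 405 nm absorbance of p-nitroaniline, reads at 0 and 120 min | benchmarks = DMSO-only low control, 5 µM PC-3 D3A high control | repeats = singlicate, each compound tested once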
LAP4-GFP MLPCN: yeast TOR pathway LAP4-GFP modulation | S. cerevisiae LAP4-GFP multiplex, flow cytometry GFP, 3 h; median GFP as percent of DMSO wells | GFP response vs DMSO, % at 10 µM | 320,000 tested, 0.34% active;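 active means GFP response vs DMSO above a set limit, about the screen mean plus 3 SD, cut at about 150% in these data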
* hit, by the source's call; / = no result given; & = joins results of further samples.

SMILES	GASC-1 inh	procasp7 counter	MEP2-GFP yeast	RPL19A TOR yeast	AHR activator	CR mimetic SO	proCasp3 act	LAP4-GFP MLPCN
CCOc1ccc(CCNC(=O)COC(=O)c2cccc(S(=O)(=O)N3CCCC3)c2)cc1OCC	-7	11	103	98	-2	81	0	108
O=C(NC1CCCCC1)C(c1ccc2ncccc2c1)N(Cc1ccco1)C(=O)c1ccc2c(c1)OCCO2 (stereo not given)	6	0	104	104	-1	100	-11	97
Cc1ccccc1NC(=O)CN(C)S(=O)(=O)c1ccc(-c2ccc(=O)[nH]n2)s1	-17	-3	104	100	6	139	-8	95
Cc1ccc(S(=O)(=O)N2CCC(C(=O)Nc3nnc(C4CCCC4)s3)CC2)cc1	4&-1	12	101	99	0	102	11	94
O=C(c1ccc(COc2ccccc2Cl)o1)N1CCOCC1	-2	-3	99	106	0	103	6	103
CC(C)CC1(C(=O)NCc2cc(F)cc(C(F)(F)F)c2)C=CCN1C(=O)c1ccccc1 (stereo not given)	-38	0	/	/	6	/	1	/
Cc1cc(NC(=O)Nc2ccc3c(ccn3C)c2)sn1	-36	0	95	95	25	108	5	98
Nc1nnnn1CC(=O)N/N=C/c1cccs1	0	1	94	99	-1	92	3	104
O=C(Oc1ccc(/C=N/NC(=O)c2ccccn2)cc1)c1cccc(Br)c1	0	/	100	111	/	97	/	73
CCC(C(=O)OCC(=O)NCc1ccc2c(c1)OCO2)c1ccccc1 (stereo not given)	14	9	93	93	-1	72	3	97
CCN(CC)CCCNC(=O)c1cn(CC)c2cc(N3CCN(C(=O)c4ccco4)CC3)c(F)cc2c1=O	-13	6	76	74	3	105	-1	79
O=C(Nc1cccc(-c2cccc(Cl)c2)c1)C1CCN(C2CCC2)CC1	-8	-3	101	98	2	98	6	88
N#Cc1ccc(C(=O)OCC(=O)N2CCOCC2)cc1	49	3	105	106	0	91	-3	98
Cc1cccc(C)c1NC(=O)CN(C)C(=O)COc1cccc2c1OC(C)(C)C2	0	11	102	108	5	86	-1	114
CC1CN(c2cc(=O)n(Cc3ccc(F)cc3)c(=O)[nH]2)CC(C)O1 (stereo not given)	14	-8	98	100	1	89	1	110
CCCCN(C(=O)c1cccc(S(=O)(=O)N2CCN(C)CC2)c1)c1c(N)n(CCCC)c(=O)[nH]c1=O	-10	4	88	88	8	99	1	91
O=C(O)c1cnc(-c2ccccc2)nc1Sc1ccccc1	0	2	106	114	9	99	5	111
COCCNC(=O)c1oc2ccc3c(c2c1C)C(O)CC(C)(C)O3 (stereo not given)	4	/	98	93	/	96	/	89
N#Cc1nc(-c2ccco2)oc1NCc1cccnc1	20	11	103	101	7	88	3	103
O=C(NCCN1CCCC1)C1(S(=O)(=O)c2ccc(Cl)cc2)CC1	-5	-1	104	98	-2	91	8	97
CCN(CC)S(=O)(=O)c1cccc(-c2nnc(SC(C)C#N)n2Cc2ccccc2)c1 (stereo not given)	22&1	-2	95	94	0	89	7	106
C=CCNCCOc1ccc(C(C)(C)c2ccccc2)cc1	-2	7	96	99	-2	93	0	95
Cc1c(NC(=O)CN2C(=O)NC3(CCCC3)C2=O)c(=O)n(-c2ccccc2)n1C	/	5	98	97	0	97	4	88
O=C(CCCN1C(=O)S/C(=C\C=C\c2ccccc2)C1=O)Nc1ccc(C(=O)O)cc1	3	-12	100	100	-5	109	2	106
CC(C)N1CCN(S(=O)(=O)c2ccc3ccccc3c2)CC1	-16	-11	112	110	-1	113	2	92
SMILES	GASC-1 inh	procasp7 counter	MEP2-GFP yeast	RPL19A TOR yeast	AHR activator	CR mimetic SO	proCasp3 act	LAP4-GFP MLPCN
CCN1CCn2c3c(c4cc(C)ccc42)CCCC31 (stereo not given)	4	0	103	100	81*	103	6	96
Cc1nn(-c2ccc(Cl)cc2)c2sc(C(=O)N3CCN(c4ccccn4)CC3)cc12	-4	2	97	90	77*	92	-1	88
CN1CCSc2ccc(C(=O)NCc3cccc(Br)c3)cc21	18	1	106	104	42	107	-5	123
Cc1cc(N2CCC(C(=O)N3CCN(c4cccc(C)c4C)CC3)CC2)n2ncnc2n1	13	1	99	95	-1	104	8	96
CC(OC(=O)c1oc2ccccc2c1COc1ccccc1)C(N)=O (stereo not given)	11	14	100	96	5	106	-4	98
Cc1nc2ccc(S(=O)(=O)NCC(=O)N(C)Cc3ccccc3)cc2s1	2	-8	90	92	0	92	3	90
O=C(O)CNS(=O)(=O)c1ccc2c3c(cccc13)C(=O)N2	4	/	160	96	/	104	/	111
CC(C)C(NS(=O)(=O)c1ccc2c(c1)oc(=O)n2C)C(=O)N1CCN(C2CCCCC2)CC1 (stereo not given)	0	6	96	105	2	98	2	99
CC(C)(C)n1nnnc1C(c1ccc(Cl)cc1)N1CCSCC1 (stereo not given)	8	3	92	89	9	94	8	89
CCOc1ccc(NC(=O)Nc2cnccn2)cc1	31	13	100	102	9	79	11	98
O=C(NCCS(=O)(=O)NCc1ccccc1Cl)c1ccc2c(c1)OCO2	3	16	92	100	9	105	13	113
CC(=O)NC(Cc1c[nH]c2ccccc12)C(=O)N1CCN(S(=O)(=O)c2ccccc2)CC1 (stereo not given)	-4	7	95	93	8	89	1	95
CC(CNC(=O)C(=O)NC(C)CCc1ccccc1)Cc1ccccc1 (stereo not given)	3	4	100	99	0	94	-3	97
Cc1ccc(-c2nc(CSCC(=O)N3CCCC3)c(C)o2)cc1	16	-2	101	103	-5	98	-1	100
Cc1cc(Cl)ccc1NC(=O)Cn1cncn1	-14	9	99	95	7	122	-3	91
Cc1cnc(C(=O)OCC(=O)Nc2cccc(S(=O)(=O)N3CCOCC3)c2)cn1	9	5	105	101	0	103	4	89
O=C(NCc1ccccc1)c1ccc(-c2ccccc2C(F)(F)F)o1	5	-4	/	/	9	/	-6	/
Cc1cc(C)n(-c2ncc3c(n2)N(CCO)CCOC3=O)n1	-11	5	96	98	24	105	-2	94
CC1=C(C(=O)Nc2ccccc2)C(c2ccco2)C(C#N)=C(SCc2ccccc2)N1 (stereo not given)	-18	-21	100	99	11	107	-11	100
COC(=O)c1cc(C(=O)N2CCN(c3cccc(Cl)c3)CC2)cc([N+](=O)[O-])c1	-9	-5	95	91	-1	106	0	100
COc1ccc(/C=C/c2nc(C#N)c(NCCN(C)C)o2)cc1OC	-2	8	103	100	8	98	-6	95
CCC(CC)C(=O)Nc1cccc(C(=O)Nc2ccc(S(=O)(=O)Nc3ccc(C)cc3)cc2)c1	1	-1	94	102	1	116	8	94
CCOc1cccc2sc(N(CCN(C)C)C(=O)CCS(=O)(=O)c3ccccc3)nc12	-5	-3	94	92	2	107	-7	78
O=C(NCc1ccccn1)c1cc(-c2ccncc2)nc2ccccc12	2	10	104	101	6	110	7	109
Cc1onc(-c2c(F)cccc2Cl)c1C(=O)NCCN1CCNC1=O	5	-1	98	103	0	103	5	101
SMILES	GASC-1 inh	procasp7 counter	MEP2-GFP yeast	RPL19A TOR yeast	AHR activator	CR mimetic SO	proCasp3 act	LAP4-GFP MLPCN
O=C(c1ccc2c(=O)n(-c3ccccc3)c(=S)[nH]c2c1)N1CCCCC1	26	-5	100	101	-4	100	0	90
Cc1cnc(NC(=O)Nc2ccc(Cl)cc2)s1	-1	6	105	96	12	100	1	95
Cc1cccc(NC(=O)CCNS(=O)(=O)c2cccc3nonc23)c1	-9	-3	115	104	6	93	-2	112
CC(/C=C/c1ccccc1)=N\Nc1nc(C)cc(C)n1	5	8	95	100	89*	135	-1	94
COC(=O)c1cc(COC(=O)c2ccc3ccccc3n2)oc1C	8	12	99	95	10	115	3	107
C#CCNC(=O)C1=C[C@@H](c2coc3ccccc3c2=O)C[C@@H](OCc2ccc(CO)cc2)O1	1	1	104	99	5	114	-4	97
O=C(CSc1n[nH]c(=O)n1C1CC1)N1N=C(c2ccc(Cl)cc2)CC1c1ccco1 (stereo not given)	9	1	96	98	-2	106	-9	103
C=CCN(C(=O)Cn1ncc2c1-c1cc(C)ccc1OC2)c1ccccc1	5	1	98	98	3	100	-2	101
Cc1ccc2oc(-c3cccc(NC(=O)c4ccc(Br)o4)c3)nc2c1	3	2	94	90	60*	104	-1	92
C/C(CC(=O)NCCN1CCOCC1)=N\NC(=O)c1ccncc1	3	-14	100	98	8	97	-13	110
Cc1nc2ccc(NC(=O)c3ccccc3)cc2s1	5	-11	109	102	-3	98	-1	100
COc1ccccc1C(=O)Nc1ccc2c(c1)OCO2	43	-1	103	102	146*	94	4	112
CC(C(=O)NCC1CCCO1)n1cccc1C(=O)c1ccccc1 (stereo not given)	-4	-8	99	101	8	105	0	114
CCCC(=O)Nc1ccc(C(=O)NN=C(C2CC2)C2CC2)cc1	-2	-20	105	102	19	86	-2	87
O=[S@]1Oc2ccccc2-c2ccccc21	9	-2	101	97	0	88	-22	134
COc1cc(C=O)ccc1OCCSc1ccc(Cl)cc1	-6	-7	98	96	0	99	-1	129
CCn1c(=O)c2c3c(sc2n2c(SCc4ccc(F)cc4)nnc12)CCCC3	-27	8	99	91	-6	108	0	92
O=C(NCCOC(=O)c1ccc(S(=O)(=O)N2CCOCC2)cc1)c1cccnc1	-14	6	96	94	14	100	3	93
COc1ccc(S(=O)(=O)N2CCCCC2)cc1NC(=O)c1ccc(CS(C)(=O)=O)cc1	-2	-8	101	100	5	99	-5	104
COc1ccc(S(=O)(=O)N2CCOCC2)cc1NC(=O)CCc1c[nH]c2ccccc12	-10	1	100	98	3	124	-3	97
COCC(=O)Nc1ccc(-c2cn3cccnc3n2)cc1	-10	1	105	100	11	101	-2	100
CN(C[C@H](CC1CCCCC1)N(C[C@H](Cc1ccccc1)N(CCc1ccccc1)N=O)N=O)N=O	-6	8	92	98	2	100	0	110
CCN(CC)S(=O)(=O)c1ccc2[nH]c(=O)cc(C(=O)Nc3cccc(C(C)=O)c3)c2c1	0	8	92	96	6	86	6	103
CCOc1ccc(NC(=O)c2ccco2)cc1S(=O)(=O)N1CCCC1	-7	-2	112	110	1	86	-5	119
O=C(Cn1nc(-c2ccco2)ccc1=O)Nc1cc(Cl)ccc1Cl	-1	-6	107	102	33	90	-5	101
CCOC(=O)N1CCN(C(=O)COc2ccc(Br)cc2Cl)CC1	22	-7	102	103	-1	85	2	98
C/C(=N\NC(=O)CC1(C)OCCO1)c1cccs1	-15	-2	102	103	1	92	-2	95
N#Cc1nc(-c2ccc(F)cc2)oc1N1CCC(C(N)=O)CC1	-3	-10	112	102	11	111	-3	99
Cc1sc2ncnc(OCC(=O)NCC3CCCO3)c2c1C (stereo not given)	-2	6	99	96	0	104	4	105
CCOC(=O)c1cn(-c2ccc(F)c(F)c2F)c2c(F)c(F)c(F)cc2c1=O	3	10	99	103	0	113	4	101

Single values from the entries so far.
AHR activator result of COc1ccc(S(=O)(=O)N2CCOCC2)cc1NC(=O)CCc1c[nH]c2ccccc12 reads 3
LAP4-GFP MLPCN result of O=C(NCCOC(=O)c1ccc(S(=O)(=O)N2CCOCC2)cc1)c1cccnc1 reads 93
CR mimetic SO result of C/C(=N\NC(=O)CC1(C)OCCO1)c1cccs1 reads 92
